# PriA SSB inh: blocks PriA binding to SSB C-terminal tail; AlphaScreen SSBct-PriA binding, biotinylated peptide; inhibition, % at 33 µM; 430,000 tested, 0.6% active; AID 1272365; in the data active = inhibition mostly above about 37%, no sharp cut-off; inactive = mostly below about 20%;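 also: plate controls were negative control peptide for no effect and reference peptide for full effect; strong numbers were not always called active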
# * marks the source's active call; other numbers are inactive results; & = joins results of further samples. Some of the compounds tested; count on the stated rates, not on these rows.
SMILES,PriA SSB inh
O=C(NCCS(=O)(=O)N1CCN(c2ncccn2)CC1)c1ccc2c(c1)OCO2,-2&1
O=C(Cn1cnc2nc(N3CCOCC3)ncc2c1=O)NCc1ccc(C(F)(F)F)cc1,-4
CCOC(=O)N1CCN(S(=O)(=O)c2ccc(C(=O)Nc3ccc(S(=O)(=O)Nc4nccc(C)n4)cc3)cc2)CC1,-2&8
CCOc1ccc(NS(=O)(=O)c2cccc(C)c2)cc1,-13
CCOC(=O)c1cnn2ccc(NC(=O)c3c[nH]c4ccccc34)cc12,-8
COc1ccc(NC(=O)N2CCc3c(c(=O)c4cc(F)ccc4n3C)C2)c(OC)c1,-6
COC(=O)c1ccc(S(=O)(=O)NC[C@](C)(OC)c2ccccc2F)cc1,-3
O=C(c1cc2ccccc2o1)N(Cc1cccs1)C1CCOCC1,-14
O=C(NC1CCC(Oc2ncc(F)cn2)CC1)c1ccno1 (stereo not drawn),-1
O=C(Nc1cnn(C[C@H]2COc3ccccc3O2)c1)NC1CCCC1,-7
CCOc1cc(C=NO)cc(Cl)c1OCC,-13
Cc1cc(C)c(S(=O)(=O)N2CCCC2CNC(=O)C(=O)Nc2ccccc2C#N)c(C)c1 (stereo not drawn),-10
N#Cc1ccccc1NC(=O)C(=O)NCCC1=CCCCC1,6
Cc1c(CNS(=O)(=O)N(C)C)sc2nc(-c3ccc(F)cc3)cn12,16
NS(=O)(=O)c1ccc(CNC(=O)c2cc(C3CC3)n(C3CCS(=O)(=O)C3)n2)cc1 (stereo not drawn),-6
CN1CCc2cc(C(CNC(=O)Nc3ccc4c(c3)OCO4)N3CCCC3)ccc21 (stereo not drawn),38
CC(NC(=O)C12CC3CC(CC(C3)C1)C2)C(=O)NN=CC1=C(N2CCOCC2)/C(=C\c2cccc([N+](=O)[O-])c2)CC1 (stereo not drawn),14
COc1cn(CC(=O)Nc2ccc3c(c2)OCCO3)c(CN2CCN(C(=O)c3ccco3)CC2)cc1=O,-4
COC(=O)c1ccc(NC(=O)C(=O)NC[C@@](C)(O)Cc2ccco2)cc1,-22
Cc1nsc(C(=O)NCc2ccc3c(c2)OCO3)n1,-10

# By substructure, the entries above containing two or more sulfur atoms
SMILES,PriA SSB inh
CCOC(=O)N1CCN(S(=O)(=O)c2ccc(C(=O)Nc3ccc(S(=O)(=O)Nc4nccc(C)n4)cc3)cc2)CC1,-2&8
Cc1c(CNS(=O)(=O)N(C)C)sc2nc(-c3ccc(F)cc3)cn12,16
NS(=O)(=O)c1ccc(CNC(=O)c2cc(C3CC3)n(C3CCS(=O)(=O)C3)n2)cc1 (stereo not drawn),-6

# (cont.)
SMILES,PriA SSB inh
COC(=O)c1cn[nH]c1S(=O)(=O)Nc1ccc(Br)c(C)c1,-9
O=C(O)c1ccc2nccnc2n1,-14
O=C(COc1ccccc1F)NCCn1ncccc1=O,-23
COC(=O)c1cc(OCc2ccc(C)cc2C)c2ccccc2n1,-7
NC(=NOC(=O)c1ccc(Cl)cc1)c1cccnc1,0
O=C(CCc1nc2sc3c(c2c(=O)[nH]1)CCCCC3)Nc1ccc(Oc2ccccc2)cc1,-7
O=C(Nc1cccc(Cl)c1Cl)c1ccno1,-24
O=C(COc1ccc(Br)cc1Br)NCC1CCCO1 (stereo not drawn),-5
O=C(NN=Cc1ccoc1)c1cc(Br)ccc1O,7
O=C(C1CC1)N1CC(n2cc(-c3ccccc3)nn2)C1,-31
CC(=O)Nc1ccc(C(=O)NCCNS(=O)(=O)c2ccc3ccccc3c2)cc1,-6
CCOc1cccc(-c2c(C(=O)NN=Cc3sccc3C)nnn2-c2nonc2N)c1,1
O=C1/C(=C/c2ccc(Cl)cc2)Oc2cc(O)ccc21,-1
CN(C)c1ncc(NC(=O)c2cccs2)cn1,-7
O=C(Nc1cnc2ccnn2c1)Nc1ccccc1Cl,-22
COc1ccc(-c2cc(-c3ccc(OC)cc3)c(C#N)c(SCC(=O)Nc3nc(-c4ccccc4)ns3)n2)cc1,-20
Cc1cccc(NC(=O)NC2CCS(=O)(=O)C2)c1 (stereo not drawn),-2&1
CCN(CC)CCN(C(=O)c1ccc(S(=O)(=O)N(CC)c2ccccc2)cc1)c1nc2ccc(C)cc2s1,22
CCOc1ccccc1NC(=O)Cn1c(C)cc(C)c(S(=O)(=O)c2ccccc2)c1=O,-4
C=CCN1CC(C)C(=NO)CC1C (stereo not drawn),-4

# 4 compounds drawn at random from the list so far:
SMILES,PriA SSB inh
COc1ccc(-c2cc(-c3ccc(OC)cc3)c(C#N)c(SCC(=O)Nc3nc(-c4ccccc4)ns3)n2)cc1,-20
COC(=O)c1cc(OCc2ccc(C)cc2C)c2ccccc2n1,-7
CCOc1ccccc1NC(=O)Cn1c(C)cc(C)c(S(=O)(=O)c2ccccc2)c1=O,-4
O=C(O)c1ccc2nccnc2n1,-14

# Next section.
SMILES,PriA SSB inh
O=C(CSc1nc2ccccc2c(=O)n1-c1ccc(C(=O)N2CCOCC2)cc1)NCCc1ccccc1,1
CCN(CC)S(=O)(=O)c1ccc(NN=Cc2cc(OC)c(OC)cc2OC)nc1,-1
Cc1ccc(Nc2nc(NCC3CCCO3)nc3nccnc23)cc1C (stereo not drawn),4
Cc1cc(NC(=O)NCCCSc2nnc(-c3ccccc3)o2)no1,-2
O=C(CSc1nnc(CSc2ncccn2)n1-c1ccccc1)NO,5
Cc1cc(Br)c(NC(=O)CSc2cccc3cccnc23)cc1C,32
CCOC(=O)CC(C)=NNC(=O)C1CC1(c1ccccc1)c1ccccc1 (stereo not drawn),-12
COc1ccc(Cl)cc1NC(=O)C(=O)NCCc1ccc2c(c1)CCCN2C,25
CCC(=NNC(N)=O)c1c(O)[nH]c(=O)[nH]c1=O,-17
CC(=O)N1CCC(C(=O)N2CCC(S(=O)(=O)CC(C)C)CC2)CC1,-7
COc1ccccc1NC(=O)c1cnc(SCC(=O)Nc2nc3ccc(C)cc3s2)n(C)c1=O,-5
O=C1OC[C@@H]2CCCN2C(=O)[C@H](CC(=O)N(CCO)Cc2ccccc2)C/C=C/CC[C@@H]1Cc1ccc(F)cc1,-4
Cc1cccnc1Nc1nc(CN2C(=O)CCC2=O)cs1,-18
COc1cc(C(=O)N=c2sc3cc4c(cc3n2C)OCO4)cc(OC)c1OC,-13
Cc1nnc(NC(=O)CSc2ccc(-c3sc(-c4cccnc4)nc3C)nn2)s1,-4
CCN(Cc1ccccc1)c1ccc([C@@H]2c3c(n(C)c(=O)n(C)c3=O)N=C3CC(C)(C)CC(=O)C32)cc1 (stereo partly drawn),10
O=C(NCc1cncc(-c2ccsc2)c1)c1ccco1,-2
COCCN1CCC(CNS(=O)(=O)c2cc(OC)ccc2OC)CC1,-3
Cc1ccc(-c2csc(N)n2)o1,17
CSc1ccccc1NC(=O)NC1CC(=O)N(c2ccc(C)c(C)c2)C1 (stereo not drawn),5
O=C(c1ccccc1Cl)N1CCN(Cc2nc(C3CC3)cs2)CC1,-3
Cc1ccc(C([O-])=C(C(=S)NCc2ccco2)[n+]2ccccc2)cc1[N+](=O)[O-],-4
O=C(NC(=S)N1CCOCC1)c1cccc([N+](=O)[O-])c1,-4
COc1cccc(-n2c(SCc3cccnc3)nc3c(c2=O)SCC3)c1,2
O=C1N=C(N2CCN(c3cccc(C(F)(F)F)c3)CC2)S/C1=C/c1cccs1,8
CSc1ccccc1NC(=O)c1oc2ccc(C)cc2c1C,2
O=C(NCC1CCN(Cc2ccccc2)CC1)C(=O)Nc1ccccc1,-9
O=S(=O)(Cc1cc(F)ccc1F)Nc1cnn(C2CCOC2)c1 (stereo not drawn),0
NS(=O)(=O)c1ccc(CNc2nnnc3c2cnn3-c2ccccc2)cc1,-2
CCOC(=O)NCCn1ccn2nc(-c3ccco3)cc12,-7
COC(=O)c1ccc(NC(=O)Cn2nc3ccc(S(=O)(=O)c4ccccc4)nn3c2=O)cc1,-3
CC(=NNC(=O)c1ccncc1)c1ccc(NC(=O)c2ccccc2)cc1,-16
Clc1ccc(CN2CCN(c3ncnc4scc(-c5cccs5)c34)CC2)cc1Cl,-8
CCOC(=O)c1cc([N+](=O)[O-])sc1NC(=O)c1cc2ccccc2oc1=O,-1
Cc1cn2nc(C(=O)N3CCN(c4ccccc4Cl)CC3)cc2c(=O)[nH]1,-16
COc1ccc(CC(=O)Nc2cc(C)nn2-c2nc3c(cnn3-c3ccc(Cl)cc3)c(=O)[nH]2)cc1,-4
O=C(CN1CC(c2nc(-c3cccs3)no2)C1)Nc1ccc(OC(F)(F)F)cc1,-23
O=C(COc1ccccc1)NCc1nnc(SCC(=O)Nc2ccccc2F)n1-c1ccc(F)cc1,-7
O=C(CO)Nc1n[nH]c(CO)n1,3
O=C(NCC1CCN(C(=O)Oc2ccccc2)CC1)C(=O)Nc1ccc2c(c1)OCO2,-11

# Not a retest: six of the compounds above.
SMILES,PriA SSB inh
O=C(c1ccccc1Cl)N1CCN(Cc2nc(C3CC3)cs2)CC1,-3
Cc1ccc(C([O-])=C(C(=S)NCc2ccco2)[n+]2ccccc2)cc1[N+](=O)[O-],-4
O=C(NC(=S)N1CCOCC1)c1cccc([N+](=O)[O-])c1,-4
COc1cccc(-n2c(SCc3cccnc3)nc3c(c2=O)SCC3)c1,2
O=C1N=C(N2CCN(c3cccc(C(F)(F)F)c3)CC2)S/C1=C/c1cccs1,8
CSc1ccccc1NC(=O)c1oc2ccc(C)cc2c1C,2

# Ordered by molecular weight (falling): some entries from above.
SMILES,PriA SSB inh
CSc1ccccc1NC(=O)NC1CC(=O)N(c2ccc(C)c(C)c2)C1 (stereo not drawn),5
O=C(COc1ccccc1F)NCCn1ncccc1=O,-23
Cc1nsc(C(=O)NCc2ccc3c(c2)OCO3)n1,-10

# The listing continues:
SMILES,PriA SSB inh
Cc1nnsc1C(=O)N1CCCCC1c1cc(C(N)=O)n[nH]1 (stereo not drawn),4
O=C(Cc1cccnc1)N1CC(n2cc(COc3ccccc3)nn2)C1,-14
CC(=NCCNC(=O)c1nc(N)n[nH]1)c1c(O)cc(C)oc1=O,-3
CCOc1ccc(-n2c(O)c(C=Nc3c(C)n(C)n(-c4ccccc4)c3=O)c3ccccc3c2=O)c([N+](=O)[O-])c1,7
Cn1cc(S(N)(=O)=O)cn1,-10
CCOc1ccc(CC(=O)Nc2nc3ccc4nc(SC)sc4c3s2)cc1,-2
CCOC(=O)c1ccccc1NC(=O)Cn1nc2c3sc(N4CCCC4)nc3ncn2c1=O,-6
Cc1cccc(OCC(=O)N[C@@H](C)Cc2ccco2)c1,-1
N#CC(=NNc1ccc(Cl)cc1)C(=O)c1ccsc1,-7
CCOC(=O)c1sc(NC(=O)c2ccc(N3CCCC3)nn2)nc1C,-2
O=C(NC[C@@H](c1ccsc1)N1CCc2ccccc2C1)C1CC1,1
Cc1nn(-c2ccccc2)c2[nH]cc(C(=O)N3CCN(C(=O)c4ccco4)CC3)c(=O)c12,10
Cc1ccc(S(=O)(=O)N2CCCC[C@@H]2CCNC(=O)NC(C)(C)C)cc1,0
Cc1nn(C2CCS(=O)(=O)C2)c2nc(-c3ccccc3)cc(C(=O)N3CCOCC3)c12 (stereo not drawn),1
CCC(NS(=O)(=O)c1ccc2c(c1)C(=O)c1ccccc1C2=O)C(=O)O (stereo not drawn),4
O=S(=O)(NC[C@@H](c1ccco1)N1CCN(c2ccccc2)CC1)c1ccc(Br)cc1,-1
CCSc1nnc(NC(=O)c2nn(-c3ccc(F)cc3)cc2OC)s1,-15
O=C(NCCCCN1CCOC(c2ccccc2)C1)C(=O)Nc1ccc(F)cc1 (stereo not drawn),4
CO[C@H]1CCN(c2ccc(C(=O)NCCc3ccc(F)cc3)cc2)C1,-5
N#CC1=C(N)NC(=S)C(C(N)=O)C12CCCCC2 (stereo not drawn),1
COc1ccccc1N1CCN(CCNC(=O)c2cccs2)CC1,-13&0
COC(=O)C(C)Sc1ncnc2sc(C)c(C)c12 (stereo not drawn),-7
Cc1c(NS(=O)(=O)c2ccc(Cl)s2)cccc1-c1nc2cccnc2s1,8
O=C(Nc1cnc(N2CCN(c3ccccc3)CC2)nc1)Nc1ccccc1Cl,-5
O=C(NCc1nnc(SC/C=C/c2ccccc2)o1)c1c(F)cccc1F,-8
Cc1nc(S(=O)(=O)NC2CCC(Oc3ccccn3)CC2)cn1C (stereo not drawn),-11
Cc1ccc(-c2csc(N/N=C\c3ccc(F)cc3)n2)cc1,-9
CCOc1ccc(N2CCn3c(SCC(=O)Nc4nnc(C)s4)nnc32)cc1,-12
O=C(NCC1CCN(c2ncccn2)CC1)C1CC=CCC1 (stereo not drawn),-2
CC(O)c1nc(N)n[nH]1 (stereo not drawn),-15
COc1ccc(SCCC(=O)Nc2nnc(-c3ccno3)o2)cc1,-16
c1ccc2c(c1)CCC2=NNc1nc2ccccc2[nH]1,-6
CCC(=O)Nc1ccc(S(=O)(=O)NCCN2CCN(c3ccccc3F)CC2)c(C)c1,3
COc1ccc(C(=O)NCC[C@H](O)C2CCOCC2)cc1,-10
O=c1/c(=C/c2ccc(F)cc2F)sc2nc3ccccc3n12,40*
CCS(=O)(=O)c1cccc(C(=O)Nc2c3c(nn2-c2ccccc2)CCC3)c1,-12&-7
O=S(=O)(Cc1nc(-c2ccccc2)no1)c1ccc(F)cc1,-3
CCOC(=O)c1c(NC(=O)CSc2nnc(CNC(=O)c3ccccc3F)n2Cc2ccccc2)sc2c1CCC2,-14&3
COc1ccc(CCNC(=O)c2nnn(Cc3cccc(F)c3)c2N)cc1OC,3
CC(C)(C)Cc1nnc(C2CCCN(C(=O)c3ccccc3F)C2)o1 (stereo not drawn),-1
CC(C)(C)C(O)CCNC(=O)COc1ccc(F)cc1 (stereo not drawn),-5
O=C(CSc1ccc(-c2ccccn2)nn1)NCCc1ccccc1,81*
C[Si](C)(C)C(Br)([Si](C)(C)C)[Si](C)(C)C,-8
COC(=O)c1ccc(NC(=O)C2CCCN2/C=C/C(=O)C(F)(F)F)cc1 (stereo not drawn),-11
O=C(c1cc([N+](=O)[O-])cc([N+](=O)[O-])c1)N1CCSC1c1ccco1 (stereo not drawn),8
O=C(NCCn1ccc(C(F)(F)F)n1)c1ccc(Br)o1,2
Cn1cc(C(=O)c2cccc(Cl)c2)cc1C=NO,-2
